PLAP inhibition – PLAP enzyme inhibitors, biochemical, luminescence, HTS (AID 690) | purified PLAP, luminescent substrate; higher % means a stronger effect | inhibition, % at 20 µM, or IC50 in µM where a hit was titrated | actives 0.08% (n = 96,000); in the data active means a potency from the dose series; inactive means the rest, 99 in 100 with inhibition below about 30%; further: strong numbers were not always called active
MRP resist rev – reversal of MRP1-mediated doxorubicin resistance, primary screen, H69AR cells, doxorubicin co-treatment; H69AR cells + 2 uM doxorubicin, CellTiter-Glo, 72 h; differential viability (reversal), % at 10 µM; actives 0.04% (n = 85,000); AID 602, 2007;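 active means viability drop by adding the cancer drug above about 55%, with treated viability meeting a 40% cutoff, limit read from the data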;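 further: viability without doxorubicin minus viability with 2 µM doxorubicin for each compound; larger differential means the compound sensitizes cells more to doxorubicin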
Bcl-B TR3 displacers – displacers of TR3 peptide from Bcl-B, primary screen, selectivity assay for Bfl-1 inhibitor project, biochemical, fluorescence polarization. Bcl-2-like protein 10 (Homo sapiens). FP displacement of FITC-TR3 peptide from Bcl-B; higher % means a stronger effect. displacement, % at 20 µM; hits with a dose series show IC50 in µM. actives 0.11% (n = 96,000);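 active means displacement above 50% at 20 µM plus a fluorescence interference ratio under 1.5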;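 further: plate controls were wells without compound for no effect and wells lacking Bcl-B protein for full effect; a part of the inactive calls stands beside numbers as strong as those of hits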
IL1B NFkB inh – inhibitors of IL-1B driven NFkB p65 nuclear import, primary screen, imaging, HUVEC, IL-1B stimulus, high-content imaging. HUVEC IL-1B NFkB p65 nuclear translocation imaging. AID 796, 2007. actives 0.43% (n = 94,000). inhibition, % at 2 µM;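 active means inhibition above about 30% together with a positive call from visual inspection of the well image, limit read from the data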;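 further: nuclear over cytoplasmic p65 intensity ratio measured by imaging; 0% = IL-1B stimulated DMSO wells and 100% = unstimulated DMSO wells; values of inactives mirror those of a sister screen read the other way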
IL1B NFkB pot – enhancers of NFkB p65 translocation in HUVEC – imaging, IL-1B stimulus, high-content imaging, primary screen; HUVEC IL-1B NFkB p65 nuclear translocation imaging; activation, % at 2 µM; actives 0.3% (n = 94,000); AID 819, 2007;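 active means activation above 40%, about the mean plus 3 SD, also judged a hit on visual image review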;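 further: percent activation is computed from the nuclear over cytoplasmic p65 intensity ratio; values of inactives mirror those of a sister screen read the other way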
MRP resist rev cytotoxicity – recorded beside MRP resist rev, whose call it bears; viability, %; H69AR cells, CellTiter-Glo, 72 h; measured here: cytotoxicity without doxorubicin
MRP resist rev with doxorubicin – further read-out of MRP resist rev, marked with its call; viability, %; measured here: viability with 2 uM doxorubicin; hits give low values
IL1B NFkB inh cell count 2 µM – also measured in IL1B NFkB inh; calls as there; cell count; measured here: cells passing quality filter;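 raw number of nuclei counted in each imaged well without normalization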
IL1B NFkB pot cell count 2 µM – recorded beside IL1B NFkB pot, whose call it bears; cell count; measured here: cells passing quality filter
Numbers without * were called inactive; . = no result given.

The first twelve compounds as a preview:
SMILES	PLAP inhibition	MRP resist rev	MRP resist rev cytotoxicity	MRP resist rev with doxorubicin	Bcl-B TR3 displacers	IL1B NFkB inh	IL1B NFkB inh cell count 2 µM	IL1B NFkB pot	IL1B NFkB pot cell count 2 µM
CC(N=Cc1c(O)[nH]c(=O)[nH]c1=O)c1ccccc1 (stereo unspecified)	-4.7%	-0.1	84.1	84.2	-0.8%	-1.2	148	1.2	148
N#CC1=C(N)Oc2c(c(=O)oc3ccccc23)C1c1ccc(OC(=O)N2CCOCC2)cc1 (stereo unspecified)	.	8.0	88.1	80.1	9.9%	.	.	.	.
CCOC(=O)C1C(=O)N(C)C2(C)CC1c1cc(OC)ccc1O2 (stereo unspecified)	-12.3%	15.7	87.9	72.2	7.1%	-15.1	216	15.1	216
Cc1cc(N2C(=O)C3CCCN3C2c2cccc(Cl)c2)no1 (stereo unspecified)	.	13.0	105.2	92.2	.	7.4	140	-7.4	140
O=c1c2ccccc2[nH]c(=S)n1-c1ccc2c(c1)OCO2	7.0%	14.4	101.6	87.2	2.4%	6.1	136	-6.1	136
Cc1c(/C=N/O)c2ccccc2n1C	.	19.0	106.1	87.1	.	-13.4	143	13.4	143
O=C(NC(c1ccc(Cl)cc1)P(=O)(Oc1ccccc1)Oc1ccccc1)OCc1ccccc1 (stereo unspecified)	.	-9.4	43.3	52.7	.	2.6	140	-2.6	140
O=c1cccc2n1CC1CC2CN(Cc2cccc(Cl)c2Cl)C1 (stereo unspecified)	-43.4%	-21.1	64.5	85.5	-2.0%	.	.	.	.
O=C(C1CCC(=O)N1Cc1ccccc1Cl)N1CCC2(CC1)OCCO2 (stereo unspecified)	3.2%	-22.7	64.1	86.8	1.9%	.	.	.	.
Cc1sc2c(c1C)C(c1ccc(C(C)(C)C)cc1)=NCC(=O)N2CC(=O)Nc1nccs1	-27.5%	.	.	.	0.1%	-11.3	119	11.3	119
Nc1ccccc1C(=O)OC1CSC1	8.5%	-3.8	98.4	102.2	-0.6%	-3.9	160	3.9	160
CCCN(CC#CCO)CCC	.	.	.	.	.	-7.1	160	7.1	160

The whole of this part, from the first entry:
SMILES	PLAP inhibition	MRP resist rev	MRP resist rev cytotoxicity	MRP resist rev with doxorubicin	Bcl-B TR3 displacers	IL1B NFkB inh	IL1B NFkB inh cell count 2 µM	IL1B NFkB pot	IL1B NFkB pot cell count 2 µM
CC(N=Cc1c(O)[nH]c(=O)[nH]c1=O)c1ccccc1 (stereo unspecified)	-4.7%	-0.1	84.1	84.2	-0.8%	-1.2	148	1.2	148
N#CC1=C(N)Oc2c(c(=O)oc3ccccc23)C1c1ccc(OC(=O)N2CCOCC2)cc1 (stereo unspecified)	.	8.0	88.1	80.1	9.9%	.	.	.	.
CCOC(=O)C1C(=O)N(C)C2(C)CC1c1cc(OC)ccc1O2 (stereo unspecified)	-12.3%	15.7	87.9	72.2	7.1%	-15.1	216	15.1	216
Cc1cc(N2C(=O)C3CCCN3C2c2cccc(Cl)c2)no1 (stereo unspecified)	.	13.0	105.2	92.2	.	7.4	140	-7.4	140
O=c1c2ccccc2[nH]c(=S)n1-c1ccc2c(c1)OCO2	7.0%	14.4	101.6	87.2	2.4%	6.1	136	-6.1	136
Cc1c(/C=N/O)c2ccccc2n1C	.	19.0	106.1	87.1	.	-13.4	143	13.4	143
O=C(NC(c1ccc(Cl)cc1)P(=O)(Oc1ccccc1)Oc1ccccc1)OCc1ccccc1 (stereo unspecified)	.	-9.4	43.3	52.7	.	2.6	140	-2.6	140
O=c1cccc2n1CC1CC2CN(Cc2cccc(Cl)c2Cl)C1 (stereo unspecified)	-43.4%	-21.1	64.5	85.5	-2.0%	.	.	.	.
O=C(C1CCC(=O)N1Cc1ccccc1Cl)N1CCC2(CC1)OCCO2 (stereo unspecified)	3.2%	-22.7	64.1	86.8	1.9%	.	.	.	.
Cc1sc2c(c1C)C(c1ccc(C(C)(C)C)cc1)=NCC(=O)N2CC(=O)Nc1nccs1	-27.5%	.	.	.	0.1%	-11.3	119	11.3	119
Nc1ccccc1C(=O)OC1CSC1	8.5%	-3.8	98.4	102.2	-0.6%	-3.9	160	3.9	160
CCCN(CC#CCO)CCC	.	.	.	.	.	-7.1	160	7.1	160
CCOc1ccc(N=Cc2c(O)n(C(C)(C)C)c(=O)[nH]c2=O)cc1	18.8%	3.9	65.2	61.3	-1.3%	-9.0	191	9.0	191
CC(C(=O)c1c[nH]c2ccccc12)N1CCSCC1 (stereo unspecified)	-5.3%	3.3	99.1	95.8	4.5%	4.2	149	-4.2	149
CCOc1ccc(-n2c(-c3ccoc3)nc3ccccc3c2=O)cc1	12.4%	3.1	92.0	88.9	-1.8%	0.0	202	0.0	202
Cc1ccc2c(c1)C1CN(C)CCC1N2C(=O)Cn1nnc(-c2ccccc2F)n1 (stereo unspecified)	-49.1%	2.5	76.0	73.5	14.9%	5.8	179	-5.8	179
COc1ccc2[nH]c(C)c(CCN3CCC(=O)C(C)C3C)c2c1 (stereo unspecified)	-52.0%	9.4	75.5	66.1	19.8%	.	.	.	.
CCN(CC)c1ccc(N=Cc2c(O)n(-c3ccc(OC)cc3)c(=O)[nH]c2=O)cc1	9.6%	-31.3	61.2	92.5	-7.7%	-8.5	160	8.5	160
Clc1ccc2c(c1)C(c1ccccc1Cl)=NCc1nnc(N3CCN(CCSc4ccccc4)CC3)n1-2	-38.6%	.	.	.	-7.3%	3.6	160	-3.6	160
CCN1C(=O)c2ccccc2Sc2ccc(C(=O)N3CCC4(CC3)OCCO4)cc21	-8.0%	-0.8	71.1	71.9	0.8%	-13.6	116	13.6	116
O=C(NC(Oc1ccccc1)C(Cl)(Cl)Cl)c1ccccc1 (stereo unspecified)	-2.4%	.	.	.	7.4%	-3.7	116	3.7	116
COc1ncccc1C(=O)NCC(CC(=O)O)c1ccccc1 (stereo unspecified)	-9.7%	8.8	108.0	99.2	6.4%	.	.	.	.
CC(C)NS(=O)(=O)c1ccc(OCC(=O)N2CCN(Cc3ccc4c(c3)OCO4)CC2)c(Cl)c1	-66.7%	-1.6	92.2	93.8	-16.6%	-23.0	70	23.0	70
N=C1c2ccccc2CN1NC(=O)c1ccc(F)cc1	-3.1%	.	.	.	-6.8%	3.6	131	-3.6	131
O=C(c1cccn2c(=O)c3ccc(Cl)cc3nc12)N1CCC2(CC1)OCCO2	-17.2%	11.7	94.0	82.3	1.0%	-2.4	159	2.4	159
CN(C)CCc1nn[nH]n1	.	-2.9	98.0	101.0	.	4.5	116	-4.5	116
COc1cc(CN2CC3CC(C2)c2cccc(=O)n2C3)cc(OC)c1OC (stereo unspecified)	-17.9%	4.2	86.7	82.5	-3.2%	-17.6	146	17.6	146
CCCOC(=O)c1c(N)n(Cc2cccs2)c2nc3ccccc3nc12	14.1%	-34.7	41.5	76.2	-2.5%	-5.3	88	5.3	88
Cc1oc(-c2cccs2)nc1CSCC(=O)N1CCC2(CC1)OCCO2	-10.4%	7.7	87.8	80.2	15.6%	.	.	.	.
O=S1(=O)CC2(N3CCOCC3)CCCCC21 (stereo unspecified)	-9.5%	3.9	92.3	88.4	1.2%	.	.	.	.
O=P(OCC(F)(F)C(F)F)(N1CCCCC1)N1CCCCC1	-11.4%	1.0	100.3	99.3	-4.2%	-6.2	147	6.2	147
CCOC(=O)C1CCN(/C=C2/C(=O)NC(=O)N(c3ccc(OCC)cc3)C2=O)CC1	-6.6%	23.8	102.2	78.4	-1.2%	-9.6	122	9.6	122

Two neighbouring compounds out of the list so far, for reference:
SMILES	PLAP inhibition	MRP resist rev	MRP resist rev cytotoxicity	MRP resist rev with doxorubicin	Bcl-B TR3 displacers	IL1B NFkB inh	IL1B NFkB inh cell count 2 µM	IL1B NFkB pot	IL1B NFkB pot cell count 2 µM
O=C(c1cccn2c(=O)c3ccc(Cl)cc3nc12)N1CCC2(CC1)OCCO2	-17.2%	11.7	94.0	82.3	1.0%	-2.4	159	2.4	159
CN(C)CCc1nn[nH]n1	.	-2.9	98.0	101.0	.	4.5	116	-4.5	116

Compound activity as filed in PubChem BioAssay.

Not all compounds are listed. The share of hits here may be higher or lower than overall.
